# Bioassay records from PubChem.
# Anthrax LF inh2 – blocks Bacillus anthracis lethal factor protease | P15917 | multiplex microsphere protease cleavage assay, LF | inhibition, % at 10 µM | 360,000 tested, 0.12% active | AID 588501; in the data active = inhibition above about 30%; inconclusive = no clear call, values can overlap the other calls; note: plate controls were buffer without enzyme for full effect and enzyme alone for no effect
# Rv3671c protease – inhibits the M. tuberculosis serine protease Rv3671c; P9WHR9; inhibition, % at 5.96 µM; 320,000 tested, 0.048% active; AID 2606; in the data active = inhibition above about 38%;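 note: extracellular domain of Rv3671c used as enzyme; 0% = enzyme with DMSO and 100% = no enzyme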
# Target sequence (P9WHR9 whole entry, looked up, the tested form may be a part): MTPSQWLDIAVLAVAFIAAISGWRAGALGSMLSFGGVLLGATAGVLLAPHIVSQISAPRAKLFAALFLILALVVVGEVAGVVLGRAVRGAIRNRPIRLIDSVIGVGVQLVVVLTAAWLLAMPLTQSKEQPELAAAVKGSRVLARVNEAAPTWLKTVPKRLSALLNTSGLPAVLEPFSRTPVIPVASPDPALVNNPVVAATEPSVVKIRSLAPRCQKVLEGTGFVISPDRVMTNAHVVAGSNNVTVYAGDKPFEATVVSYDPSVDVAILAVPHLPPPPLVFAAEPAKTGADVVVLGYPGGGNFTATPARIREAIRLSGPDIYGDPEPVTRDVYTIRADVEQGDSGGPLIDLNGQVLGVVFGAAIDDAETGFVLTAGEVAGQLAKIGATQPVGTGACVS
# Y pestis TopoI – blocks Yersinia pestis topoisomerase I activity; 360,000 tested, 0.064% active; Y. pestis Topo-I cleavage product accumulation, plate reader; activity, % at 10 µM; AID 504884; in the data active = activity above about 50%, passing the limit was not always enough; inconclusive = no clear call, values can overlap the other calls; note: inactives centre near 2
# SSB-PriA inh – inhibitors of Klebsiella pneumoniae PriA binding to SSB C-terminal tail | AID 1272365 | AlphaScreen SSBct-PriA binding, biotinylated peptide | 430,000 tested, 0.6% active | inhibition, % at 33 µM; in the data active = inhibition mostly above about 37%, no sharp cut-off; inactive = mostly below about 20%;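 note: plate controls were negative control peptide for no effect and reference peptide for full effect; strong numbers were not always called active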
# SARS 3CLpro inh – SARS-CoV 3CLpro protease inhibition. P0C6X7. recombinant SARS-CoV 3CLpro, quenched FRET peptide cleavage. inhibition, % at 6 µM. 290,000 tested, 0.14% active; in the data active = inhibition above about 12%
# PfHsp40 rescue – rescue of PfHsp40-mediated yeast toxicity; S. cerevisiae expressing PfHsp40, growth rescue, ATP luminescence; growth rescue, % at 12.5 µM; 340,000 tested, 0.68% active; AID 504582; in the data active = growth rescue above about 28%, passing the limit was not always enough; inconclusive = no clear call, values can overlap the other calls;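 note: yeast W303a lacking pdr1 and pdr3 grown in galactose medium; growth measured after three days at 30 °C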
# Vc quorum ag – inducers of Vibrio cholerae quorum light production without autoinducers; V. cholerae BH1578 lux reporter, luminescence, 6 h; activation, % at 18.7 µM; AID 588436; 350,000 tested, 0.16% active; in the data active = activation mostly above about 9.7%, no sharp cut-off; inconclusive = no clear call, values can overlap the other calls; inactive = mostly below about 3.7%; note: not every result past the cut was called active; inactives centre near 0; reference of the scale not given here
# DUSP3 inh – inhibitors of human VHR1 phosphatase (DUSP3) | recombinant VHR phosphatase, pNPP absorbance | inhibition, % at 13.3 µM | 290,000 tested, 0.52% active | AID 1654; in the data active = inhibition above about 50%; note: some compounds called inactive have numbers as strong as hits
# Target sequence (P51452 whole entry, looked up): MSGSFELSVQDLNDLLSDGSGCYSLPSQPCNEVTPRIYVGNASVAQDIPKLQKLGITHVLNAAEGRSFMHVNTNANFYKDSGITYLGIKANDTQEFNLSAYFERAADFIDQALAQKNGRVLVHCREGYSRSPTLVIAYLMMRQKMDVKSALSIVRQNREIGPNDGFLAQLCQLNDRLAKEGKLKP
# TcdB inh – TcdB glycohydrolase inhibition; P18177; TcdB glycohydrolase enzymatic assay, plate reader; inhibition, % at 9.99 µM; 350,000 tested, 0.24% active; AID 652162; in the data active = inhibition above about 10%
# MazF activator – activators of E. coli MazEF toxin-antitoxin RNase; P0AE70; 350,000 tested, 0.32% active; FAM/BHQ RNA-DNA oligo cleavage fluorescence, 5 h; activation, % at 20 µM; in the data active = activation above about 50%
# Target sequence (P0AE70 whole entry, looked up): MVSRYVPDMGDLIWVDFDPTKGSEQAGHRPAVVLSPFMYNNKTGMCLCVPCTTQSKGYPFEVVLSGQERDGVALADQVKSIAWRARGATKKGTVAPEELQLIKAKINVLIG
# * marks the source's active call; other numbers are inactive results; i = inactive; ? = inconclusive; . = no result given; & = joins results of further samples. A portion of the library; rates above refer to the full screens.
SMILES,Anthrax LF inh2,Rv3671c protease,Y pestis TopoI,SSB-PriA inh,SARS 3CLpro inh,PfHsp40 rescue,Vc quorum ag,DUSP3 inh,TcdB inh,MazF activator
Cc1oc2nc(SCC(=O)N3CCCCC3)nc(N)c2c1C,0,-5,3,-13,-6,-1.1,-0.2,-5,.,6
C#CCOCCOCCOCCNc1nc(N2CCN(C(=O)[C@H](CCCCN)n3cc([C@@H](N)CC(C)C)nn3)CC2)nc(N2CCN(C(=O)[C@H](Cc3ccc(O)cc3)n3cc([C@@H](N)CC(C)C)nn3)CC2)n1,.,-7,.,-6,-1,.,.,21,.,31
CC1CCC(NC(=O)c2cc(S(=O)(=O)N3CCCCC3)ccc2N2CCOCC2)CC1 (stereo unspecified),1,0,10,7,.,2.5,i,.,0.1,-1
Cn1ncc(C(N)=O)c1NC(=S)NC(=O)c1ccc(Br)o1,1,-1,0,-10,0,?,-0.3,7,-1.2,5
CCOC(=O)C1=C(Cc2ccc(OC)cc2)C(=O)c2ccccc2C1=O,-11,.,2,14,6,6.0,-0.2,6,.,217*
COc1ccccc1CNC(=O)CSC1=NCCS1,-4,-5,10,-13,3,0.8,-0.3,13,1.0,2
CCOCCCNC(=O)CN1C(=O)/C(=C/c2ccccc2C)Sc2ccccc21,1,-13,1,-2,8,0.4,i,-19,1.6,0
Cc1cccc(C)c1NC(=O)CCCCCC1NC(=O)NC1C (stereo unspecified),6,-8,2,1,1,0.3,0.6,16,0.1,-3
Cc1nn(Cc2ccccc2Cl)c(Cl)c1C(=O)NCCc1ccccc1,-1,2,39,4,1,-1.7,i,4,1.0,5
CC1CC(C)CN(S(=O)(=O)c2ccc(C(=O)N3CC(C)OC(C)C3)cc2)C1 (stereo unspecified),2,-1,12,-19,-4,-0.4,-0.8,26,-2.0,9
Cc1cc(C)nc(/N=C(\N)c2c(O)[nH]c(=O)[nH]c2=O)n1,0,0,1,.,1,-0.3,-0.1,10,.,-4
CCN(CC)c1ccc(NC(=O)C2CCCC2)cc1,-15,-3,0,14,-4,-0.4,i,14,-67,8
CS(=O)(=O)c1nc(S(=O)(=O)c2ccc(Cl)cc2)c(N2CCCCCC2)s1,-1,-2,6,1,0,-0.4,2.0,-8,1.5,3
COc1ccccc1-c1cnc2c(c1)C(=O)N([C@@H](C)CO)C[C@H](C)[C@H](CN(C)C)O2,1,.,1,.,.,.,i,.,-10.0&0.1&-0.2,5
C[C@H](NC(=O)c1ccco1)C(=O)NCCc1ccc(S(N)(=O)=O)cc1,1,-1,0,2,1,-1.0,-0.4,13,1.6,-21
Cc1cc(C)c2c(-n3cccc3)c(C(=O)O)sc2n1,2,3,5,-19,-2,0.2,i,3,.,1
c1ccc(C2=NC(c3ccccc3)CC2)cc1 (stereo unspecified),-3,.,-1,.,.,.,-5.3,.,-0.4,3
CCOc1cc(N2CCOCC2)c(OCC)cc1NC(=O)c1ccco1,-3,2,-3,12,-1,1.2,-0.4,21,0.7,6
Cc1ccccc1C1(CCN2CCCCC2)CCOC(C)(C)C1 (stereo unspecified),2,-2,-8,-8,4,0.1,-0.2,2,.,2
COCCCn1c2nc3ccccc3nc2c2c(=O)n(CC3CCCO3)cnc21 (stereo unspecified),1,5,9,4,3,0.3,4.8,21,.,6
CCCCN1C(=O)/C(=C/c2ccc(N(C)C)cc2)C(=O)N(Cc2ccco2)C1=O,0,-31,2,-8,-4,1.0,-1.6,21,.,-171
CCOc1ccc(S(=O)(=O)n2cnc3cc(C)c(C)cc32)cc1,-4,-7,22,1,1,0.4,-2.8,3,1.4,-29
COc1ccccc1NC(=O)c1ccc(NC(=O)CN2CCCCC2)cc1,2,-7,9,-6,.,-0.7,3.4,.,0.4,3
Cc1ccc2c(c1)NC(=O)C(CC(=O)NCCCN1CCCC1)O2 (stereo unspecified),0,-5,-4,4,1,-1.5,-0.4,-4,1.5,8
CCOC(=O)c1c(C)c(C(=O)OCC)n(C)c1C,-5,-2,-2,-3,1,-1.7,-0.5,23,1.2,2
COc1ccc(NS(=O)(=O)c2cc3c(cc2C)N(C(C)=O)CCO3)c(OC)c1,-3,0,-5,8,-9,1.1,-0.2,6,-0.1,0
CSc1ccc(/C=N/Nc2cccc(C(=O)O)c2)cc1,-3,.,-10,.,-1,1.2,3.2,37,.,-13
CCC(Sc1nc2ccsc2c(=O)n1Cc1ccc(C(=O)O)cc1)C(=O)Nc1cccc(OC)c1 (stereo unspecified),-5,.,-3,.,.,.,0.4,.,-1.0,3
CN(C)/C=C/c1onc(-c2c(F)cccc2Cl)c1C#N,-3,-13,-2,3,4,-0.3,-0.5,5,0.5,0
CSc1nc2nccc(/C=C\c3ccccc3)n2n1,-1,-3,1,-11,2,-1.5,7.7,13,.,0
COC(=O)[C@]1(C)N[C@H](CN(C)C(=O)Nc2ccc(Cl)cc2)[C@@H]2C(=O)N(C)C(=O)[C@@H]21,2,10,2,-6,.,1.0,-0.5,.,-1.0,0
COc1ccccc1C(=O)NCCC(=O)Nc1ccc(S(=O)(=O)N2CCC(C)CC2)cc1,-4,1,25,6,.,0.2,-0.4,.,-0.2,-4
O=C(CCCN1CC=C(n2c(=O)[nH]c3ccccc32)CC1)c1ccc(F)cc1,-8,4,33,-5,1&-4,1.2,-0.3,9&26,0.6,2
O=C(C1CCCN(Cc2ccccc2[N+](=O)[O-])C1)N1CCCCC1 (stereo unspecified),-3,7,2,-16,-4,-0.8,-0.8,6,0.9,8
CC(NCc1ccc(S(N)(=O)=O)cc1)C(=O)Nc1ccc([N+](=O)[O-])cc1Cl (stereo unspecified),2,-7,3,3,3,-0.4,-0.9,4,-1.0,0
CC(C)N1CCOC1c1ccccc1 (stereo unspecified),-2,.,5,-9,.,-1.0,-1.1,.,2.8,-1
O=C(Nc1ccccc1)c1ccc2c(c1)CCN2S(=O)(=O)c1ccccc1,-1,-39,10,-11,1,5.1,-2.0,17,0.1,13
CCN(CC)S(=O)(=O)c1ccc(N2CCOCC2)c(NC(=O)C2COc3ccccc3O2)c1 (stereo unspecified),-4,-4,24,-4,-2,0.0,1.3,16,1.2,2
N#CC(CO)(Cc1ccc(OC(F)F)cc1)c1nc2ccccc2[nH]1 (stereo unspecified),-1,-6,0,0,1,0.3,-0.3,6,0.9,0
Cc1ccc(SCc2cc(=O)[nH]c(N3CCCCC3)n2)cc1,-7,-6,2,-1,-2,-0.6,-2.9,30,.,-1
CC[C@]12c3[nH]c4ccccc4c3CCN1C(=O)C(CC(=O)NCc1ccc(OC)c(OC)c1)C[C@@H]2C(=O)N1CCN(C(=O)C2CC2)CC1 (stereo partly specified),-11,0,17,0,.,0.4,i,.,0.1,2
CCn1c(SCC(=O)N/N=C/C=C/c2ccco2)nnc1-c1ccc(OC)cc1,-2,-9,9,.,2,0.3,-0.3,-9,.,12
CCc1cccc(NC(=O)Cc2ccc([N+](=O)[O-])cc2)c1,-1,-3,-2,0,-4,-1.3,-0.4,-2,.,4
O=C(NC(Cc1c[nH]c2ccccc12)C(=O)O)c1ccccc1 (stereo unspecified),-1,2,1,-9,2,-0.5,.,-10,.,-1
COc1ccccc1NC(=O)CCN1C(=O)c2ccccc2S1(=O)=O,1,4,-14,-8,2,0.3,i,26,1.3,7
CCOc1ccc(N(Cc2cc3cc(C)ccc3[nH]c2=O)C(=O)COC)cc1,11,6,9,4,0,0.3,i,6,1.5,-19
Cc1ccc(N2C(=O)S/C(=C/c3cn(C)c4ccccc34)C2=O)cc1,-2,-20,-3,-6,-1,0.5,-0.3,18,0.8,-7
CNC(=O)/C(=C/c1ccc2c(c1)OCO2)NC(=O)c1ccc(Br)cc1,-12,1,-1,-9,6,0.6,i,3,.,6
COc1cccc(-c2nc(CS(=O)(=O)CC(=O)Nc3ccccc3C)c(C)o2)c1,-1,2,-1,-8,-4,-0.4,i,-2,-1.4,-2
C=CCc1cc(C=O)cc(OC)c1OCc1ccc(C(=O)O)cc1,-3,-12,-3,5,3,-0.4,-0.3,4,-0.4,-6
N=c1c[n+](-c2ccc(Cl)cc2)[n-]o1,-2,4,0,-21,0,1.4,-0.4,17,.,4
CC(=O)c1ccc(NC(=O)Nc2ncn(Cc3cccc(C)c3)n2)cc1,-2,1,13,-5,2,0.0,i,31,.,-1
CC(C)CC(=O)OC(C)(C)[C@@H]1Cc2c(ccc3ccc(=O)oc23)O1,-2,3,23,-10,.,1.4,i,.,3.3,6
Cc1nnsc1C(=O)N1CCCC(Nc2ccc(F)c(F)c2)C1 (stereo unspecified),-2,-4,5,-4,-1,-0.2,-0.4,-2,1.2,-1
O=C(CN(C(=O)CNC(=O)c1cccs1)c1ccccc1)NC1CCCCC1,0,4,15,1,2,0.8,-0.3,16,-0.6,3
Cc1cccc(CNc2ncnc3ccc(-c4ccc5c(c4)OCO5)cc23)c1,-4,-31,-4,-9,.,-1.1,-3.6,.,1.3,6
Cc1ccccc1NC(=O)C(C)SCc1ccccc1 (stereo unspecified),-4,1,-3,-11,-1,-0.2,-0.2,52*,3.1,1
O=C(NC1CCCCC1)C1CC=CCC1C(=O)OCC(Cl)=C(Cl)Cl (stereo unspecified),-3,-8,16,-5,3,-1.3,-1.0,30,.,-5
COc1cc(C(C)=O)ccc1OC(=O)c1cc2cccc(OC)c2oc1=O,2,11,6,1,8,-0.6,1.5,15,0.9,27
COc1cc(C(=O)Nc2cccc3cccnc23)cc(OC)c1OC,1,-9,18,-6,6,0.7,-3.1,4,.,2

# Five structures from above, sorted by number of heavy atoms, falling.
SMILES,Anthrax LF inh2,Rv3671c protease,Y pestis TopoI,SSB-PriA inh,SARS 3CLpro inh,PfHsp40 rescue,Vc quorum ag,DUSP3 inh,TcdB inh,MazF activator
COc1cccc(-c2nc(CS(=O)(=O)CC(=O)Nc3ccccc3C)c(C)o2)c1,-1,2,-1,-8,-4,-0.4,i,-2,-1.4,-2
COc1cc(C(=O)Nc2cccc3cccnc23)cc(OC)c1OC,1,-9,18,-6,6,0.7,-3.1,4,.,2
CC(C)CC(=O)OC(C)(C)[C@@H]1Cc2c(ccc3ccc(=O)oc23)O1,-2,3,23,-10,.,1.4,i,.,3.3,6
Cc1ccccc1NC(=O)C(C)SCc1ccccc1 (stereo unspecified),-4,1,-3,-11,-1,-0.2,-0.2,52*,3.1,1
N=c1c[n+](-c2ccc(Cl)cc2)[n-]o1,-2,4,0,-21,0,1.4,-0.4,17,.,4

# Next section:
SMILES,Anthrax LF inh2,Rv3671c protease,Y pestis TopoI,SSB-PriA inh,SARS 3CLpro inh,PfHsp40 rescue,Vc quorum ag,DUSP3 inh,TcdB inh,MazF activator
COc1ccccc1NC1=C(Cl)C(=O)N(c2ccccc2)C1=O,-2,2,9,24,-1,1.9,-1.3,-14,.,3
CCOc1ccc(C(C)(C)C)cc1S(=O)(=O)N1CCOCC1,-3,6,1,-16,0,-0.5,-5.6,0,.,4
CCCC(=O)Nc1nn(C)c2nc3c(C)cccc3cc12,1,-2,-1,-12,3,-0.2,-0.6,2,.,3
CCC(C)/C(C)=N/NC(=O)C1COc2ccccc2O1 (stereo unspecified),0,6,-1,.,2,-0.7,i,-14,-1.2,6
FC(F)(F)c1cc(-c2ccccc2)nc(N2CCCCC2)n1,-2,-3,-1,-195,-1,-1.0,i,18,.,7
COc1cccc(-c2nc(=S)c3c(o2)CCCC3)c1,-7,18,2,-16,5,0.1,i,32,-1.0,-2
O=C(NCc1ccccc1)c1onc(CS(=O)(=O)c2ccccn2)c1C(=O)NCc1ccccc1,-9,-1,-7,-4,.,-1.1,i,.,0.0,2
O=C(NCCSc1ccccc1)c1cncc(Br)c1,-5,3,-6,-4,-2,0.8,i,-8,.,3
COc1ccc(/C=N/Nc2cc(N(C)C)nc(N(C)C)n2)cc1,-2,-15,-10,.,-1,0.6,-0.3,-4,0.2,5
CCc1ccc(/C=C2/SC(=S)N(CCC(=O)Nc3cccc(C(=O)O)c3)C2=O)cc1,2,-7,-7,-11,9,-0.6,1.7,11,1.5,-23
